Compound activity from PubChem BioAssay.
NPY-Y1 PAM-ag = NPY-Y1 receptor potentiators or agonists, primary screen, cell-based; Neuropeptide Y receptor type 1 (Homo sapiens), P25929; NPY-Y1 expressing cells, potentiator/agonist activation; activation, % at 3.6 µM; 220,000 tested, 0.37% active; AID 1304, 2008; in the data active means activation above about 33%, passing the limit was not always enough;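 further: cells stimulated with NPY at EC10 then isoproterenol at EC100; 0% = low agonist plus stimulus and 100% = saturating agonist plus stimulus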
Target sequence (P25929 whole entry, looked up): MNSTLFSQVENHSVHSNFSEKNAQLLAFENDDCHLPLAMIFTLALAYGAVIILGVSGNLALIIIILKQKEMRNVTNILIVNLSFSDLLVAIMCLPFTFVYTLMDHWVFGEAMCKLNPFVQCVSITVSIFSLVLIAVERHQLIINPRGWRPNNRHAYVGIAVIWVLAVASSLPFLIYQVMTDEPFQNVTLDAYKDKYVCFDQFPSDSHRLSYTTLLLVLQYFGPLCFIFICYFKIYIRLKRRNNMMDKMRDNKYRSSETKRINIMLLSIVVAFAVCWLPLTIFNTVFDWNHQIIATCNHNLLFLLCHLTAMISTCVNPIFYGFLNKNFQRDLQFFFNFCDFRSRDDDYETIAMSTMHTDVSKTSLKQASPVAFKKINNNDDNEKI
EP2 modulator = EP2 receptor modulators, cAMP readout, primary screen, cell-based, HTRF cAMP, PGE2 stimulation. 260,000 tested, 0.83% active. EP2-expressing cells, cAMP HTRF FRET, PGE2 co-stimulation. induction, % at 25 µM. Prostaglandin E2 receptor EP2 subtype (Homo sapiens), P43116;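 active means compounds whose cAMP rise, as percent of the full-agonist control response, exceeds 60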;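 further: rat C6 glioma line stably carrying human EP2 under a CMV promoter; the protocol text gives 20 µM as final concentration; 100% = response of wells given 1 µM PGE2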
S1P4 ag = S1P4 receptor agonists, primary screen, cell-based; Sphingosine 1-phosphate receptor 4 (Homo sapiens), O95977; S1P4-expressing cell line, agonist reporter assay; activation, % at 4.98 µM; 220,000 tested, 0.35% active; in the data active means activation above about 11%;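 further: 0% = DMSO vehicle and 100% = reference agonist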
NPY Y1 blocker = NPY-Y1 receptor antagonists, primary screen, cell-based | Neuropeptide Y receptor type 1 (Homo sapiens), P25929 | HEK293-CNG Y1 cells, membrane potential fluorescence; NPY at EC95, then isoproterenol | inhibition, % at 3.6 µM | AID 1040, 2008 | 200,000 tested, 1% active;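 active means inhibition above the campaign mean inhibition of all tested compounds plus 3 SD, cut at about 20% in these data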;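 further: 0% = DMSO wells given NPY plus isoproterenol and 100% = isoproterenol alone without NPY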
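Material: HEK293 Y1/CNG channel cell line | Also added: NPY (25 nM), isoproterenol (1 µM), Ro 20-1724 (25 µM) | Compound: One concentration, 3.6 µM, in 0.4% DMSO | Schedule: 3 h dye uptake, 1 h room-temperature compound, 45 min post-isoproterenol | Signal: Membrane-potential fluorescent dye readout | Read-out: % inhibition of NPY effect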
eIF4E 4G PPI = eIF4E–eIF4G protein interaction inhibitors, primary screen, biochemical, uHTS, TR-FRET, eIF4GI fragment. TR-FRET eIF4E-eIF4GI(517-606) binding, 2 h. inhibition, % at 21.7 µM. 220,000 tested, 0.37% active. AID 782, 2007;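 active means inhibition above about 30%, limit read from the data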;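 further: 0% = full FRET control wells and 100% = background wells lacking eIF4GI fragment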
p97 inhibitor = inhibitors of human p97 ATPase, primary screen, biochemical; Transitional endoplasmic reticulum ATPase (Homo sapiens), P55072; recombinant p97 ATPase, Kinase-Glo ATP luminescence, 3 h; inhibition, % at 8 µM; 220,000 tested, 0.42% active; in the data active means inhibition above about 15%;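 further: 0% = DMSO vehicle and 100% = wells lacking enzyme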
EP2 antag = human EP2 receptor antagonists, primary screen, TR-FRET cAMP, C6 glioma cells; Prostaglandin E2 receptor EP2 subtype (Homo sapiens), P43116; C6 glioma cells expressing human EP2; cells stimulated with saturating PGE2; inhibition, % at 25 µM; 260,000 tested, 0.52% active;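 active means percent inhibition above 40 after rounding to a whole number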;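 further: rat C6 glioma host cells with rolipram phosphodiesterase inhibitor present; the protocol text gives 20 µM as final concentration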
S1P4 antag = S1P4 receptor antagonists, primary screen, cell-based; Sphingosine 1-phosphate receptor 4 (Homo sapiens), O95977; S1P4-expressing cells, antagonist mode, reporter read-out; inhibition, % at 4.98 µM; 220,000 tested, 0.26% active; AID 1510, 2009; in the data active means inhibition above about 29%;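 further: 0% = wells stimulated with agonist and 100% = vehicle wells without agonist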
NPY2 pot ag = NPY-Y2 potentiators or agonists, primary screen, cell-based. cells expressing NPY-Y2, potentiator/agonist read-out. AID 1359, 2008. Neuropeptide Y receptor type 2 (Homo sapiens), P49146. activation, % at 3.6 µM. 220,000 tested, 0.45% active; in the data active means activation above about 27%;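 further: cells stimulated with NPY near EC25 plus isoproterenol at EC100; 0% = vehicle plus submaximal agonist and 100% = vehicle plus saturating agonist; some results beyond the cut were filed as inactive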
Target sequence (P49146 whole entry, looked up): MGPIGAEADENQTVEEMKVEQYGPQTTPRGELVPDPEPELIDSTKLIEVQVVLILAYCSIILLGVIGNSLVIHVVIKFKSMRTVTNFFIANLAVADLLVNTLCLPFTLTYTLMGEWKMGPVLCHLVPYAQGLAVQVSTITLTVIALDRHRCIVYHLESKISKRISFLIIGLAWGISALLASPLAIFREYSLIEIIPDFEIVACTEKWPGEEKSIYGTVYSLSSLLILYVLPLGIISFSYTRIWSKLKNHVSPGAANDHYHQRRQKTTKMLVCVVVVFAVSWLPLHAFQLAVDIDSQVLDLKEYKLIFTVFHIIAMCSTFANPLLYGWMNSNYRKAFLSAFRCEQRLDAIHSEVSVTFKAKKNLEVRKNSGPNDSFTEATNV
Starred values were filed as active, the others as inactive; / = not tested or not shown; & = joins results of further samples; [ ] = another dose, or the depositor's remark. Not all compounds are listed; count on the stated rates, not on these rows.

SMILES	NPY-Y1 PAM-ag	EP2 modulator	S1P4 ag	NPY Y1 blocker	eIF4E 4G PPI	p97 inhibitor	EP2 antag	S1P4 antag	NPY2 pot ag
CC(C)[N+](C)(C)CC#CC(O)(c1ccccc1)c1ccccc1	-6.8	2.5	1.8	/	-4.0	-4.2	7.6	13.4	3.1
COc1ccc(CNC(=O)CSc2nn3c(=O)c(C(C)(C)C)nnc3s2)cc1OC	5.9	10.9	0.0	-3.8	-1.1	1.9	6.7	11.1	12.8
CCOC(=O)c1c(-c2cccs2)csc1NC(=O)CN1CC(C)OC(C)C1 (stereo not given)	-2.1	48.4	-0.7	4.0	1.0	-4.7	3.0	-11.2	-11.5
NC(=S)N/N=C/c1ccccc1O	-1.4	10.6	1.2	/	1.1	1.5	14.0	7.9	5.8
Cc1ccccc1Nc1c(-c2cccnc2)nc2ccccn12	41.5	3.4	1.4	/	-7.9	-4.7	3.8	12.1	33.8
COc1cc([N+](=O)[O-])ccc1NC(=S)N1CCN(c2ccccn2)CC1	-3.2	-85.5	1.6	11.5	1.3	3.6	4.6	-8.5	-7.2
O=C(c1ccc(Cn2cc(Br)cn2)cc1)N1CCN(c2ccccc2)CC1	-24.0	-16.4	1.4	-0.6	2.0	-0.2	4.3	12.9	-7.1
Cc1ccc(N2CC(C(=O)Nc3ccncc3)CC2=O)cc1 (stereo not given)	-9.5	21.6	0.7	-4.2	-4.5	3.8	4.2	-7.1	-3.4
COc1cc(CNc2ccc(N3CCCC3)cc2)cc(Cl)c1OC	22.8	-64.0	1.2	-3.2	17.1	3.8	9.5	-16.1	18.8
COC(=O)C(Cc1ccc(O)cc1)NC(=O)c1ccccc1OC (stereo not given)	-19.1	3.2	1.0	-0.4	2.2[fluorescence artefact?]	-0.2	11.4	-16.9	0.9
O=c1c(-c2nc3ccccc3s2)cccn1Cc1ccc(Cl)c(Cl)c1	-2.8	1.0	0.1	0.6	-27.8	0.8	8.3	10.4	-4.1
Cc1ccc(-c2nnn3c2nc(NCCc2ccc(S(N)(=O)=O)cc2)c2ccccc23)cc1	-22.3	7.5	1.4	-0.6	-3.0	0.6	13.1	-9.1	2.0
Cc1cc(C(F)(F)F)nn1CC(=O)NCc1cccs1	12.2	17.9	1.3	7.2	-1.3	-0.2	10.7	-10.4	10.4
N#C/C(=C\c1ccc2c(c1)OCO2)C(=O)NCc1ccco1	10.7	-14.1	1.0	1.0	-2.0	4.8	5.5	-1.3	-3.4
CC1CCC(=NNc2ccc(C(F)(F)F)cc2[N+](=O)[O-])CC1 (stereo not given)	-13.9	22.2	-3.0	3.2	-2.9	-3.5	10.9	-2.7	-5.1
C(=C\c1ccccc1)/C=N/Nc1nc(N2CCOCC2)nc(N2CCOCC2)n1	-4.0	-3.5	2.1	-3.7	3.9[fluorescence artefact?]	3.2	5.5	-4.2	7.5
COC(=O)c1ccccc1S(=O)(=O)N1CCn2cccc2C1C (stereo not given)	-1.1	-1.1	-0.8	6.3	-3.4	-1.6	4.8	-13.1	0.8
Nc1nc2n(n1)C(c1cccc(Br)c1)CC(c1ccc(F)cc1)N2 (stereo not given)	14.8	-18.2	3.0	-0.5	1.6	4.3	5.8	-2.0	7.9
O=C(CN(Cc1ccco1)C(=O)CCC(=O)Nc1nccs1)NCc1ccccc1	-9.4	14.2&32.1	0.8	0.1	-0.7	1.9	5.7&15.6	-7.7	13.3
Cc1ccc(NC(=S)N2CCN(C(=O)C3CCCO3)CC2)cc1 (stereo not given)	-8.3	7.6	-0.4	5.6	-1.1	-2.6	5.1	-9.9	1.3
COC(=O)c1[nH]c2cccc(Cl)c2c1NC(=O)CN1CCCCC1C (stereo not given)	5.6	-41.7	-0.7	2.2	5.2	-0.7	13.1	1.1	19.9
CCCN(CCC)S(=O)(=O)c1ccc(C(=O)NNC(=O)c2cc(OC)c(OC)c(OC)c2)cc1	-22.3	13.6	-0.5	/	-2.0	1.8	11.3	12.4	-8.1
O=c1[nH]ncc(NCCc2ccccc2)c1Cl	30.8	11.8	0.3	0.2	3.5	4.6	8.6	-5.4	-9.4
COCCNC(=O)C(OC(=O)c1nsc(Cl)c1Cl)C(C)C (stereo not given)	2.7	-11.1&-25.5	0.1	-2.4	0.5	1.6	6.3&3.7	-14.8	3.1
CN(c1ccccc1)S(=O)(=O)c1cccc(NC(=O)Nc2ccc(Cl)cc2C#N)c1	-0.6	-2.9	1.4	-1.5	6.8	3.4	6.0	-19.2	-7.3

Continued:
SMILES	NPY-Y1 PAM-ag	EP2 modulator	S1P4 ag	NPY Y1 blocker	eIF4E 4G PPI	p97 inhibitor	EP2 antag	S1P4 antag	NPY2 pot ag
CC(=O)c1ccc(NS(=O)(=O)c2ccc3ccccc3c2)cc1	-18.4	-71.2	-2.0	7.4	0.2	1.6	10.0	-0.1	-3.6
CCc1ccc(-c2csc3ncn(CC(=O)N4CCOCC4)c(=O)c23)cc1	21.8	-66.8&22.4	-0.2	-2.4	5.0[fluorescence artefact?]	0.2	11.4&12.7	-4.0	3.2
O=c1[nH][nH]c2cc(=O)n(-c3cccc(C(F)(F)F)c3)nc12	-5.7	23.4	-0.9	3.8	-5.1	-1.6	9.2	3.5	-7.6
CCc1ccc(CCC(=O)Nc2nccs2)o1	0.9	12.8&-7.7	-0.5	1.5	-6.1	1.6	6.7&6.2	-0.8	-3.2
COc1ccc(N/C=C/C(=O)C(C)(C)C)cc1	0.5	-28.5	-0.4	-2.7	-0.4	-0.8	7.1	-11.1	-11.0
Cc1nc(NCCOc2ccccc2)sc1C(=O)Nc1ccccc1	-2.2	-44.2	-0.3	/	-1.7	-1.1	9.2	4.0	-6.5
CCCOC(=O)Nc1nc2ccccc2o1	12.0	-4.6	-0.7	9.1	-4.2	3.5	7.3	-9.4	-2.4
Cc1cc2ccccc2n1CCNC(=O)C(C)C	5.5	-7.3	-0.9	0.6	3.7[fluorescence artefact?]	5.1	14.8	1.6	12.5
CCCCC(O)CN1CCC(c2ccccc2)CC1 (stereo not given)	-7.7	17.1	-1.1	8.4	-6.3	3.2	10.4	-9.2	11.6
CS(=O)(=O)N1CCCC(C(=O)NCc2ccco2)C1 (stereo not given)	6.5	4.0	-1.1	-0.4	-3.4	1.1	7.5	-0.1	2.6
CCC(=O)N1CCc2cc(Br)cc(S(=O)(=O)NCC3CCCN3CC)c21 (stereo not given)	-9.0	21.0	0.2	3.0	-3.7	-3.4	7.6	-11.8	0.5
CCOC(=O)Cn1nc(C)c(NC(=O)COc2ccccc2[N+](=O)[O-])c1C	15.2	-10.9	1.0	2.2	1.6	2.2	2.0	-11.3	11.8
CC1(C)CC(N=c2cc(-c3ccccc3)oc3ccc(Cl)cc23)CC(C)(C)N1	17.3	-52.5	2.5	-9.2	0.7	-1.1	7.1	-5.2	10.4
S=C(NCc1ccccc1)N1CCN(c2ccccc2)CC1	-5.9	-84.8	-0.5	0.7	-0.9	1.2	3.8	1.3	-1.5
Cc1nn2c(-c3ccccn3)ccnc2c1Cl	-11.3	-8.0	0.8	1.6	1.3	5.6	-0.2	0.2	-16.4
CCOC(=O)COc1cc2oc(=O)cc(C)c2cc1[N+](=O)[O-]	2.9	17.6	-2.4	-3.1	-3.1	0.2	7.3	13.7	-8.2
O=C(CSc1nnc2sc3ccccc3n12)NCc1ccco1	14.5	16.4	1.3	-2.3	-11.2	6.2	8.0	-16.4	-5.1
Cc1cccc(-c2oc(C)c(C)[n+]2[O-])c1	9.3	-1.9	-2.5	2.3	-11.6	2.7	9.3	1.1	-20.1
NC(=S)Nc1cccc2cnccc12	3.0	3.9	-0.5	6.5	4.5	-2.8	4.4	-3.1	-6.8
O=C(Nc1ccccc1)C1C2/C=C\CCCCC21 (stereo not given)	0.4	-34.2	0.2	5.8	-0.2	0.3	9.0	-7.5	-2.5
Nc1nc2c(s1)CCCCCCCCCC2	14.1	-5.4	-0.2	/	1.3	-0.7	11.1	7.5	14.7
COc1ccc(/C(O)=C2/C(=O)C(=O)N(CCN3CCOCC3)C2c2ccc(C)cc2)cc1 (stereo not given)	0.2	-2.1	0.1	8.3	2.7[fluorescence artefact?]	1.4	7.7	7.7	-10.2
CC(=O)Nc1nc2ccccc2n1CCN(C)C	-10.3	30.0	-0.4	4.6	2.4	1.2	10.2	-6.6	-12.8
CCCSc1cc(N2CCCC2)nc(-c2ccccc2)n1	-24.4	48.7	-2.7	9.8	2.1	-2.8	0.7	-2.1	-7.2
NC(=O)CSc1nc2c(c(=O)n1-c1ccccc1)C1(CCCCC1)Cc1ccccc1-2	-8.7	43.3	-1.0	-5.9	5.5	-2.9	11.7	1.5	-6.9

Some of the entries above in a different format.
Value order: NPY-Y1 PAM-ag | EP2 modulator | S1P4 ag | NPY Y1 blocker | eIF4E 4G PPI | p97 inhibitor | EP2 antag | S1P4 antag | NPY2 pot ag
Cc1nc(NCCOc2ccccc2)sc1C(=O)Nc1ccccc1
  -2.2 | -44.2 | -0.3 | / | -1.7 | -1.1 | 9.2 | 4.0 | -6.5
CCCOC(=O)Nc1nc2ccccc2o1
  12.0 | -4.6 | -0.7 | 9.1 | -4.2 | 3.5 | 7.3 | -9.4 | -2.4

The list goes on:
SMILES	NPY-Y1 PAM-ag	EP2 modulator	S1P4 ag	NPY Y1 blocker	eIF4E 4G PPI	p97 inhibitor	EP2 antag	S1P4 antag	NPY2 pot ag
Cc1cn2c(nc1=O)OC1CC2OC1CO (stereo not given)	14.4	16.9	0.0	/	2.1	5.7	5.3	-6.9	-4.0
Cc1nc2ccccc2c(=O)n1NC(=O)C1CCCCC1	-4.6	8.1	1.1	-7.7	-3.2	3.2	-4.5	-24.3	0.4
O=C(NCCc1c[nH]c2ccccc12)c1cnccn1	-8.4	-45.9	-0.3	-3.6	-4.7	0.8	3.5	-18.1	8.0
O=C(Cn1nnc(-c2cccs2)n1)NCc1ccccc1	-4.9	3.8	1.7	0.3	7.0	2.9	7.2	-9.0	-4.6
Cc1ccc2occ(/C=N/O)c(=O)c2c1	1.6	13.1	0.7	3.5	-2.7	4.8	11.3	-11.2	-9.6
CC(=O)N(/N=C1\Sc2ccccc2C1=O)c1cccc(C)c1	2.6	48.6	-0.1	-1.7	14.7[fluorescence artefact?]	15.0*	8.0	-0.9	-27.5
Cn1c(SCc2ccccc2Cl)nc(C(F)(F)F)cc1=O	-6.1	10.8	0.5	6.7	3.5	-1.5	3.8	-8.4	-1.6
COc1ccc(CCn2c(-c3ccco3)nc3nc4ccccc4nc32)cc1	-16.5	26.1	-0.8	-2.3	-3.3	-1.0	13.8	-6.4	-17.8
O/N=C/c1ccc(OCc2ccccc2F)c(Cl)c1	-32.0	-0.3	0.8	-2.2	-2.0[fluorescence artefact?]	3.4	17.4	6.8	-1.5
Cc1ccc(SCCN)cc1C	-11.9	-23.6	0.7	13.1	-0.2	1.6	1.7	-11.0	-8.1
Oc1ccc(/C=N/NC(=S)Nc2cccnc2)c(O)c1	2.1	-15.4	4.1	0.8	-4.9	19.4*	11.1	-12.8	-3.0
